Screens as filed in PubChem BioAssay.
D1 mod – D1 CRE-luciferase signal change, two-sided – cell-based, HEK293 D1, dopamine EC30, D1 allosteric modulator project, primary screen | AID 641, 2007 | B-score at 10 µM | dopamine EC30 potentiation; actives deviate in either direction | hit rate 5.9% among 58,000;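 active means luminescence count or its row- and column-corrected plate score outside the 99.7% band of the plate's sample wells, on either side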
Target sequence (P21728 whole entry, looked up): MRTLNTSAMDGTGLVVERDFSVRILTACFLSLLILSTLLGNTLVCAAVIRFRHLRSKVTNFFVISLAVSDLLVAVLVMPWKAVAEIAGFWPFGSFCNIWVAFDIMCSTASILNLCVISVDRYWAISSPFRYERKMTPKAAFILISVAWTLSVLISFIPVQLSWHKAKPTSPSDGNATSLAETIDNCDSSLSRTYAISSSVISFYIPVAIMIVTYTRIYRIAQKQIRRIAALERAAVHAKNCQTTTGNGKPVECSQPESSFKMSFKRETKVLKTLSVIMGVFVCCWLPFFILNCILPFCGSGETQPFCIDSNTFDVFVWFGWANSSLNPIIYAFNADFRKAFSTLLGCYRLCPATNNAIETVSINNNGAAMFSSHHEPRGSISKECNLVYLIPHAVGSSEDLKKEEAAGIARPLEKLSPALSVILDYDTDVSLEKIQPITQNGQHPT
HEK293 NFkB inh – inhibitors of PMA/ionomycin-induced NF-kB reporter, primary screen, antigen receptor NF-kB inhibitor project, cell-based, HEK-293 luciferase reporter, luminescence; hit rate 0.21% among 62,000; inhibition, % at 3 µM; HEK-293 NF-kB luciferase reporter;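 active means inhibition above the mean of all tested compounds plus 3 SD, cut at about 40% in these data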;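 further: 0% = stimulated DMSO wells and 100% = 10 µM reference inhibitor 5653914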
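Reagent: PMA plus ionomycin mix as NF-kB-activating stimulus. Assay system: NF-kB luciferase reporter HEK-293 cells. Technique: luminescence from luciferase substrate reagent. Incubation: 1 h compound pre-incubation, 16 h PMA/ionomycin at 37 °C. Benchmarks: DMSO only as uninhibited control, 10 µM reference inhibitor as full inhibition. Repeats: tested once.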
M1 agonist – M1 muscarinic receptor agonists, primary screen, CHO-M1 cells, Fluo-4 calcium, agonist mode. Muscarinic acetylcholine receptor M1. Fluo-4 calcium fluorescence; active compounds read high. B-score at 10 µM. hit rate 3% among 64,000. AID 626, 2007;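 active means fluorescence rise, raw or as B-score row- and column-corrected plate score, outside the 99.7% band of its plate's samples, either direction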
M1 antag – antagonists of rat M1 muscarinic receptor | Muscarinic acetylcholine receptor M1 (Rattus norvegicus), P08482 | CHO-M1 cells, Fluo-4 calcium, ACh EC80 antagonist mode; active compounds read low | B-score at 10 µM | hit rate 3.4% among 64,000 | AID 628, 2007;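 active means calcium fluorescence response, raw or row-and-column corrected B-score, differing from the plate sample mean either way at a set confidence level, mostly lower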
Target sequence (P08482 whole entry, looked up): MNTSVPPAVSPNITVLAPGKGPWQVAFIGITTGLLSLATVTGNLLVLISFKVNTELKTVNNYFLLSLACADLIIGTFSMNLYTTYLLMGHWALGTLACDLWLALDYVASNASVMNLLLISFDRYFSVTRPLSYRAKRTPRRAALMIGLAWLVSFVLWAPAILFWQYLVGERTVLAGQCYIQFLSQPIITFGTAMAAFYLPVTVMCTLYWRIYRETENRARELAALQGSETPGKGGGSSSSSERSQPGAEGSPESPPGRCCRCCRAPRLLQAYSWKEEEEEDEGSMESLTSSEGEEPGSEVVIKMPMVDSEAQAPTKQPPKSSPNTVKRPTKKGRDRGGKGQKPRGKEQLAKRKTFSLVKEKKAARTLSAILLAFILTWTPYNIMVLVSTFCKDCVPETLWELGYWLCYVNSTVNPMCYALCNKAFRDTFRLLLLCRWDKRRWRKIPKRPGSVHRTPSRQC
Jurkat viability – cytotoxicity toward Jurkat T cells, primary screen, cytotoxicity control, cell-based, Jurkat E6.1, 60K MLSMR library; Jurkat E6.1 viability, ATP luminescence, 48 h; hit rate 1.2% among 56,000; inhibition, % at 4 µM; AID 463, 2006;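 active means inhibition above the mean inhibition of all tested compounds plus 3 SD, cut at about 28% in these data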
TNAP act mid DEA – human TNAP enzyme activators, primary screen, biochemical, luminescent, intermediate phosphate acceptor level; Alkaline phosphatase, tissue-nonspecific isozyme (Homo sapiens), P05186; purified TNAP, CDP-star luminescence, 100 mM DEA, 30 min; active compounds read high; scale: 0 levamisole-inhibited, 1 vehicle-only enzyme; activation factor at 20 µM; 64,000 tested, under 10 active; AID 813, 2007;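 active means activation factor of at least 2 at 20 µM, relative to controls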
S1P1 ag pot – S1P1 agonists and agonism potentiators, primary screen, cell-based, primary and confirmation screens, CRE-bla reporter | Sphingosine 1-phosphate receptor 1 (Homo sapiens), P21453 | S1P1 CRE-bla cells, forskolin, beta-lactamase FRET, potentiator mode; S1P1 agonist co-added at EC20, 2 nM; 100% = saturating reference agonist, 0% = basal | activation, % at 9.5 µM | hit rate 0.57% among 56,000;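 active means activation above a cutoff set at the mean activation of all tested compounds plus 3 SD, cut at about 54% in these data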;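 further: forskolin at 4 µM as EC80 and the EC20 agonist is SEW2871; 100% = SEW2871 at its EC100 plus forskolin at EC80; some compounds past the cut are filed as inactive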
Ec RNAP inh – E. coli RNAP inhibitors, biochemical; DNA-directed RNA polymerase subunit beta (Escherichia coli (strain K12)), P0A8V2; E. coli RNA polymerase, fluorescence transcription assay; inhibition, %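 (tested at 10 µM)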; hit rate 0.2% among 62,000; in the data active means inhibition above about 20%;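 further: 0% = enzyme without compound and 100% = no enzyme blank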
S1P3 agonist – human S1P3 receptor agonists, primary screen, cell-based, primary and confirmation, NFAT-BLA reporter. Sphingosine 1-phosphate receptor 3 (Homo sapiens), Q99500. S1P3 NFAT-BLA reporter cells, agonism, FRET ratio; relative to 1 µM S1P, basal subtracted. activation, % at 4.5 µM. hit rate 0.1% among 60,000;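 active means activation above the screen-wide mean plus 3 SD, cut at about 4.5% in these data, passing the limit was not always enough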; further: some compounds called inactive have numbers as strong as hits
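Assay system: stable CHO line with human S1P3, Gα16, NFAT-BLA reporter; Detection: FRET β-lactamase substrate fluorescence, excitation 405 nm, 460/535 nm emission ratio, background-subtracted; Read-out: percent activation versus median 1 µM S1P response, basal-subtracted, per plate; Incubation: cells plated overnight, compound 4 h 37 °C, substrate 2 h RT.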
Active calls of the source: *; · = not tested or not shown.

SMILES	D1 mod	HEK293 NFkB inh	M1 agonist	M1 antag	Jurkat viability	TNAP act mid DEA	S1P1 ag pot	Ec RNAP inh	S1P3 agonist
C=CCn1c(Cc2cccs2)nnc1SCC(=O)Nc1cccc(OC)c1	0.93	15	0.049	1	-7	0.9	3	7	0.6
OC(CN(c1ccccc1)c1ccccc1)Cn1cnc2ccccc21 (configuration not stated)	0.18	10	2.3	0.54	3	0.9	6	8	-1.5
CCOC(=O)CS(=O)(=O)c1nc(-c2ccccc2)cc(C(F)(F)F)n1	0.059	4	0.53	-2.1	55*	0.8	2	-6	-0.7
O=C(CNC(=O)Cn1cnc2sc3c(c2c1=O)CCCC3)NCc1ccccn1	1.2	22	-1.4	0.22	3	1	-10	3	0.1
COCCN1C=C(C(=O)OC)C(c2cc(Br)c(OC)c(OC)c2)C(C(=O)OC)=C1	·	9	1.3	1	4	1.1	-32	-10	0.1
CN1C(=C2C(=O)OC(C)(C)OC2=O)Sc2ccccc21	-0.11	-22	0.26	0.096	-4	1	-23	4	-0.9
COc1ccc(CNC(=O)c2c(O)c3ccccc3n(C)c2=O)cc1OC	2.8	17	0.31	-0.081	-2	1	-18	6	-1.3
COC(=O)CC1C(=O)NCCN1C(=O)Nc1ccccc1 (configuration not stated)	-0.19	-1	-0.59	0.65	2	0.8	-2	9	-0.7
O=C(NC12CC3CC(CC(C3)C1)C2)N1CCN(C(=O)C2CCCO2)CC1 (configuration not stated)	-0.39	16	-0.68	-1.8*	0	0.8	·	9	-0.8
CCCCOC(=O)C1=C(C)Nc2ncnn2C1c1cccc(OC)c1 (configuration not stated)	1.1	-1	-0.045	-0.44	8	1	-18	4	-0.7
COc1ccc(C(C)=O)c2c(O)cccc12	2.9	15	0.33	-0.39	-8	1	-3	2	0.3
COC(=O)CSc1nc2c(c(=O)n(C)c(=O)n2C)n1CCC(C)C	·	·	0.77	1.4	·	1	-23	-10	-5.3
CC(C)n1c(SCC(N)=O)nc2c1c(=O)n(C)c(=O)n2C	0.5	10	0.92	0.035	-5	1	-9	10	0.0
COCCCNC(=O)CS(=O)Cc1nc(-c2cccc(OC)c2)oc1C (configuration not stated)	0.3	11	-0.0063	0.009	-2	1	0	-3	-0.6
c1ccc(-c2onc3cc4c(cc23)OCCO4)cc1	0.82	-25	-0.46	0.099	9	0.9	-28	-2	-0.6

Structures listed above shown as hits in M1 antag:
| SMILES | D1 mod | HEK293 NFkB inh | M1 agonist | M1 antag | TNAP act mid DEA | S1P1 ag pot | Ec RNAP inh | S1P3 agonist |
| --- | --- | --- | --- | --- | --- | --- | --- | --- |
| O=C(NC12CC3CC(CC(C3)C1)C2)N1CCN(C(=O)C2CCCO2)CC1 (configuration not stated) | -0.39 | 16 | -0.68 | -1.8* | 0.8 | · | 9 | -0.8 |

(next part)
SMILES	D1 mod	HEK293 NFkB inh	M1 agonist	M1 antag	Jurkat viability	TNAP act mid DEA	S1P1 ag pot	Ec RNAP inh	S1P3 agonist
CC(=O)Oc1ccccc1N1C(=O)c2ccc(C(=O)O)cc2C1=O	-0.57	13	0.27	2.3	6	0.9	-30	12	-0.8
Cc1cc(NC(=O)CSC2=NCCS2)no1	-0.69	1	-0.15	-0.11	3	0.9	·	3	-0.2
NS(=O)(=O)c1ccc(CCNC(=O)c2cncc(Br)c2)cc1	0.015	16	-0.11	-0.31	-7	0.9	-13	-1	-0.6
COc1ccc(C2CC(c3cccc(OC)c3)n3nc(N)nc3N2)cc1 (configuration not stated)	-0.41	-4	-0.091	0.37	1	1	-31	7	0.6
CC(=O)c1ccc(N2CCN(C(=O)c3ccco3)CC2)c(F)c1	-0.19	-8	-0.52	0.94	18	1	7	-2	-1.4
O=C(C1CCCN(c2nnc(-n3cccc3)s2)C1)N1CCN(c2ccccc2)CC1 (configuration not stated)	-0.37	2	1	0.11	-2	0.9	-17	5	-0.1
Cc1noc(C)c1C(=O)N1CCN(c2ncccn2)CC1	-0.8	4	0.34	-1.1	4	0.9	-15	7	-0.1
CN1CCN(Cc2ccc(-c3ccc(Cl)cc3)o2)CC1	-0.51	9	-0.38	-1.1	-2	0.9	-12	8	-0.9
Cc1cc(C)c(NC(=O)C2CSCCS2)c(C)c1 (configuration not stated)	-0.22	1	-0.68	1.1	-2	0.9	8	9	-0.3
Cn1c(=O)c2c(nc(SCC(=O)NCC3CCCO3)n2C)n(C)c1=O (configuration not stated)	-0.28	3	0.29	0.063	0	0.9	3	6	-0.8
Cn1ccnc1C(O)(c1nnc(-c2ccccc2)o1)C(F)(F)F (configuration not stated)	0.42	18	-0.27	0.17	4	0.9	1	4	-0.8
COc1ccccc1-n1c(SCC(N)=O)nc2c(c1=O)SCC2	·	-4	0.19	0.008	-4	0.8	-2	9	0.3
C=CCOC(=O)C(C#N)c1nc2ccccc2nc1N1CCCC1 (configuration not stated)	3.1*	11	3.4	-0.2	4	0.9	32	9	-1.3
COc1ccc2[nH]c(C(=O)O)c(NS(=O)(=O)c3ccc(Cl)s3)c2c1	-0.43	19	0.16	-1.1	0	0.9	-20	6	0.1
Cc1cc(C)n(CCCNCC(O)c2ccccc2)n1 (configuration not stated)	-0.09	17	0.064	0.82	-4	1	5	-6	1.3
CC(=O)Nc1ccc(N=Cc2nc(-c3ccc(C)cc3)oc2O)cc1	0.069	18	-1.2	1.4	2	0.8	13	2	-0.4
Cc1nn2c(=O)nc3sc4c(c3c2[nH]c1=O)CCCC4	·	-8	0	0	-1	0.9	·	6	-0.7
O=C(O)c1ccccc1NCc1ccncc1	-0.21	10	-0.063	-0.033	·	0.9	·	5	·
Cc1nn(-c2ccc(F)cc2)c2sc(C(=O)N3CCCCCC3)cc12	2.9	-12	-1.9	0.96	-5	0.9	-11	-1	-0.7
Cc1cc(Nc2ccc(F)cc2)n2nc(C)nc2n1	-1	6	-0.6	-0.52	3	1	-23	22*	-1.2
COc1ccccc1N1CCN(C(=O)C2CCN(S(=O)(=O)c3ccc(Cl)cc3)CC2)CC1	-0.38	8	0.11	0.15	7	0.9	2	1	-1.5
COc1ccc(N2CCN(C(c3cccc(OC)c3OC)c3nnnn3C3CCCC3)CC2)cc1 (configuration not stated)	-1.1	14	0.57	0.21	2	0.9	0	-17	0.0
CCOC(=O)c1ccn(-c2nc(-c3ccco3)cc(C(F)(F)F)n2)n1	-0.16	-7	3.1	-0.94	-6	0.9	-12	-2	-0.5
Cc1ccccc1NCN1C(=O)C2C3C=CC(C3)C2C1=O (configuration not stated)	-0.053	11	0.54	0.054	-6	0.9	-16	-6	-0.6
CC(=O)Oc1ccc2c(c1)c(C(C)=O)c(C)n2C	0.017	15	-0.42	0.019	-6	0.9	1	8	-0.8
CCOC(=O)Cn1c(S(=O)(=O)Cc2ccccc2)nc2ccccc21	0.32	-2	-0.56	-0.48	-5	0.8	3	7	0.3
COc1cc(C(=O)NCc2cn3cccc(C)c3n2)cc(OC)c1OC	0.13	7	-0.48	-0.86	-1	0.9	2	13	-0.5
CCNC(=O)NC(C(=O)OC)C12CC3CC(CC(C3)C1)C2 (configuration not stated)	-0.2	3	-0.65	0.11	4	0.9	-11	1	3.8
CC(C)OCCCNC(=O)Cn1ncc2c(=O)oc3ccccc3c21	2.7	9	-0.89	-0.26	5	1	-15	5	0.5
CCOc1ccccc1-n1c(SCC(N)=O)nnc1-c1cccnc1	0.51	1	0.48	-0.024	3	0.9	-22	4	-1.2

Three entries from above, ordered by the value under Ec RNAP inh, largest number first.
SMILES | Ec RNAP inh
COc1cc(C(=O)NCc2cn3cccc(C)c3n2)cc(OC)c1OC | 13
O=C(O)c1ccccc1NCc1ccncc1 | 5
COc1ccccc1N1CCN(C(=O)C2CCN(S(=O)(=O)c3ccc(Cl)cc3)CC2)CC1 | 1

Next compounds follow:
SMILES	D1 mod	HEK293 NFkB inh	M1 agonist	M1 antag	Jurkat viability	TNAP act mid DEA	S1P1 ag pot	Ec RNAP inh	S1P3 agonist
Cc1ccccc1N1C(=O)C(Cl)=C(N2CCN(c3ccccc3)CC2)C1=O	-1.1	14	0.055	0.64	7	0.9	46	4	-2.6
Cc1cc(NC(=O)c2cccc(C(=O)Nc3cc(C)on3)n2)no1	-0.2	7	-0.028	0.77	-4	1	·	11	0.3
COc1ccc(-n2c3c(cc(C(=O)NC4CCSC4=O)c2=O)C(=O)CC(C)(C)C3)cc1 (configuration not stated)	-0.1	14	-0.5	0.53	4	0.8	3	·	-0.6
Cc1cc(N2CCOCC2)nc2ccc(NC(=O)CCC(=O)N3CCCCC3)cc12	-0.16	-10	-0.0012	-2.6*	3	1	1	-13	0.4
COc1cc(C2C(C(=O)c3ccc(C)o3)=C(O)C(=O)N2c2cc(C)on2)cc(OC)c1OC (configuration not stated)	-0.39	·	0.05	-0.19	·	0.9	3	5	-2.4
CN1CCN(S(=O)(=O)c2ccc(N(C)CC(=O)Nc3ccc(F)cc3)nc2)CC1	-0.84	6	-1.1	0.45	-13	1	3	7	-0.7
O=S(=O)(NC1CC1)c1ccc(S(=O)(=O)N2CCCc3ccccc32)cc1	-0.92	1	-0.61	-0.89	12	0.8	34	7	-0.4
CC(C)CNS(=O)(=O)c1ccccc1C(=O)N1CCCCC1	-1.5	5	1.2	-2.1	1	0.9	11	2	-0.9
Cc1cc(NC(=O)Nc2cccc(C(F)(F)F)c2)no1	-0.65	8	0.5	0.25	9	1	·	6	-0.9
O=C(CN1C2=NCCN2c2ccccc21)N1CCOCC1	-0.0079	·	-0.052	0.09	·	0.8	8	9	-1.6
CCOc1ccc(N2C(=O)CC(Sc3ncccn3)C2=O)cc1 (configuration not stated)	2.7	-1	-0.73	-0.35	-2	0.9	-22	-2	-0.8
O=C(CCN1C(=O)C2C3C=CC(C3)C2C1=O)Nc1c(F)cccc1F (configuration not stated)	-0.018	11	0.19	0.17	4	1	-11	6	-0.8
COC1(OC)N=C(N)C2(C#N)C(c3ccc(C)cc3)C12C#N (configuration not stated)	0.76	10	0.017	-0.54	-4	0.9	-8	3	0.5
COC(=O)NCCOc1cc(C)ccc1C	0.71	5	0.39	-0.5	5	0.9	10	8	-0.7
Cc1ccc2cc(C#N)c(N3CCCN(C(=O)C4CCCO4)CC3)nc2c1C (configuration not stated)	-2.3	4	4.1*	-0.96	·	1	·	-4	·
Cc1nn(C)c(C)c1NC(=O)CSc1nc(-c2ccccc2F)nc2c1cnn2-c1ccccc1	0.15	0	-0.22	0.95	-4	0.9	-7	2	1.3
CCCOc1ccccc1C(=O)N(Cc1cccs1)C1CCS(=O)(=O)C1 (configuration not stated)	-0.47	6	0.37	-0.22	-1	0.9	0	7	-0.2
Nc1nc(CN2CCN(Cc3ccccc3)CC2)nc(Nc2ccc3c(c2)OCCO3)n1	-1.1	25	·	·	9	1	10	5	-0.3
CC(Cc1cccs1)NC(=O)NC1CCCCC1 (configuration not stated)	-0.41	-6	0.087	-0.016	2	1	-14	2	0.1
